# Screening data: PubChem, Broad Institute
# PglD inh – blocks C. jejuni PglD acetyltransferase activity. purified PglD enzyme, DTNB colorimetric CoA detection. inhibition, % at 12.5 µM. hit rate 0.098% among 360,000. AID 602405; in the data active means inhibition above about 16%, passing the limit was not always enough; further: strong numbers were not always called active
# Cneo AK release – causes C. neoformans cell lysis. hit rate 0.2% among 360,000. lysis activity, % at 15 µM. adenylate kinase release luminescence, 4 h; normalised: neutral wells 0, clomiphene wells 100;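 active means mean lysis activity across replicates of at least 80%, whatever share of replicates individually reach that level; inactive means mean lysis activity below 80%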
#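 Signal: Adenylate kinase release luminescence | Assay system: Log-phase Cryptococcus neoformans yeast cells | Input: Cells at 5 × 10^6 per mL | Buffer or medium: Fresh YPD growth medium | Compound: Single dose | Schedule: Static 4 h at 37 °C with compound, 1 h detection | Controls: Clomiphene | Read-out: Luminescence rise reflecting yeast cell lysis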
# PAX8 reporter – lowers PAX8-driven luciferase in RMG-I cells; inhibition, % at 12.6 µM; RMG-I TPO-luciferase reporter, SteadyGlo, 24 h; AID 652154; hit rate 1.2% among 360,000;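 active means mean replicate inhibition at least 60% with every replicate also reaching 60%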;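 further: luciferase light reporting Pax8 driven TPO promoter activity; plate controls were median of neutral control wells for no effect and mitoxantrone controls for full effect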
# LGR2 antag – inhibitors of bursicon-induced Drosophila LGR2 receptor cAMP signaling. hit rate 0.35% among 380,000. inhibition, % at 9.99 µM. HEK293 LGR2, CRE-luciferase, bursicon-stimulated, 4 h. AID 720647;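 active means drop in luminescence signal, shown as inhibition above about 50% in the replicate tests, limit read from the data, passing the limit was not always enough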;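 further: agonist challenge used bursicon conditioned medium at about half maximal strength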
# Statin myotox sup – suppression of simvastatin myotoxicity. hit rate 0.78% among 330,000. C2C12 myotubes + simvastatin, ATP luminescence, 48 h; scaled: DMSO 0, geranylgeraniol control 100. rescue of ATP level, % at 7.49 µM;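 active means mean ATP rescue above about 67%, or every replicate alone reaching that limit, limit read from the data, passing the limit was not always enough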;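 further: myotubes were challenged with 10 µM simvastatin during compound exposure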
# ARNT-TACC3 inh – disruptors of human ARNT/TACC3 interaction; AlphaScreen His-ARNT PAS-B/GST-TACC3 binding, luminescence; TACC3 fragment carries E629A point mutation; Q9Y6A5; inhibition, % at 9.99 µM; hit rate 0.66% among 390,000;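 active means mean inhibition of replicates at least 50% and at least half of replicates each reaching 50%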;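 further: 0% = complete ARNT plus TACC3 wells and 100% = ARNT alone without TACC3; many hits fall short of the cut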
# PGC1a acetyl inh – modulators of PGC1a acetylation; U2OS PGC1a acetylation, AlphaScreen anti-acetyl-lysine; with virally co-expressed GCN5 acetyltransferase; inhibition, % at 15.6 µM; hit rate 0.17% among 350,000;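 active means every replicate shows inhibition of at least 40%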;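 further: 0% = neutral control wells and 100% = positive control wells; some results beyond the cut were filed as inactive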
# INS-1E GSIS act – primary screen for activators of insulin secretion dependent on glucose, INS-1E cells, GLuc reporter luminescence. INS-1E GLuc reporter insulin secretion, 2-3 h. activation, % at 16.6 µM. hit rate 0.61% among 370,000. AID 743287;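 active means lowest replicate activation of at least 40%, so every replicate reaches that level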;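 further: 0% = median of neutral control wells and 100% = median of IBMX positive control wells; some compounds called inactive have numbers as strong as hits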
# * marks the source's active call; other numbers are inactive results; . = not tested or not shown; & = joins results of further samples.
SMILES,PglD inh,Cneo AK release,PAX8 reporter,LGR2 antag,Statin myotox sup,ARNT-TACC3 inh,PGC1a acetyl inh,INS-1E GSIS act
C[C@@H]1CCCCO[C@@H](CN(C)C)[C@@H](C)CN([C@@H](C)CO)C(=O)c2cc(N(C)C)ccc2O1,1,0,-11,-3,11,-1,-1,5
Cc1ccc(S(=O)(=O)N(C)C[C@@H]2Oc3ccc(NC(=O)Nc4ccc(F)cc4)cc3CC(=O)N([C@@H](C)CO)C[C@H]2C)cc1,3,-12,10,7,40,-2,8,-13
Cc1cccc(NC(=O)c2ccccc2O)c1C,.,.,.,-19,.,10,-3,-24
COc1cc(C(=O)Nc2scc(-c3ccc(C)cc3)c2C(=O)O)cc(OC)c1OC,0,17,-1,4,-2,-2,3,-18
COc1ccc(S(=O)(=O)N[C@@H]2CCCN(Cc3ccc(OCCO)cc3)C2)cc1,-1,18,-25,.,.,-9,3,.
O=[N+]([O-])c1ccc(Nc2ccccc2F)nc1,.,.,-10,4,.,2,.,-20
CC1CCCC(N2CCN(C(=O)c3cccc(F)c3)CC2)C1 (configuration not stated),.,.,.,4,.,-3,13,0
CCOC(=O)NC(c1cccc(Cl)c1)C1CCCCCC1=O (configuration not stated),-4,-1,-18,.,13,0,-15,.
COc1ccc(NC(=O)c2cc3n(n2)C(C(F)(F)F)CC(c2ccco2)N3)cc1 (configuration not stated),0,0,.,.,.,-3,-5,.
Cc1cccc(NC(=O)CSc2nnc(-c3ccco3)o2)c1C,.,-2,.,.,-4,-11,5,.
COc1ccccc1NC(=O)NNC(=O)c1ccc2c(c1)NC(=O)C(C)(C)O2,-4,-3,-2,-5,11,38,.,3
C[C@H]1CN([C@@H](C)CO)C(=O)Cc2cc(NS(=O)(=O)c3ccc(F)cc3)ccc2O[C@H]1CN(C)C(=O)Nc1cccc2ccccc12,2,-12,25,-8,52,-4,1,-3
Cc1noc(C)c1NC(=O)Nc1ccc2c(c1)CC(=O)N([C@H](C)CO)C[C@H](C)[C@H](CN(C)Cc1ccc(C(F)(F)F)cc1)O2,2,-2,-8,10,46,13,-5,-11
C=C(C)CSc1nc(N)cc(=O)[nH]1,-1,0,.,.,-9,2,1,.
O=C(c1ccc2c(c1)OCO2)N1CC2(C1)[C@H](c1ccccc1)[C@@H](CO)N2C(=O)C1CCC1,.,.,7,10,.,.,-1,13
Cc1cccc(Cn2nc(C)cc2NC(=O)Cn2cc([N+](=O)[O-])cn2)c1,6,0,19,-6,-1,5,2,-12
Cc1ccccc1NC(=S)NC1CC2CCC(C1)N2Cc1ccco1 (configuration not stated),3,2,.,15,15,-1,2,24
CN1C(=O)c2cc(NC(=O)c3ccc(Cl)cc3)ccc2OC[C@H]2O[C@@H](CC(=O)O)CC[C@@H]21,0,-2,-9,2,-2,-2,1,6
C/C=C/c1ccc([C@@H]2[C@@H](CO)N(C(C)=O)[C@H]2CN(C(=O)COC)C(C)C)cc1,0,8,-8,1,2,5,1,0
COc1ccc(OC)c(C(=O)N(C)C2CCCN(Cc3ccccc3F)C2)c1 (configuration not stated),-2,0,24,.,2,-2,.,-1
CCOc1ccc(NC(=O)CSc2n[nH]c(=O)n2-c2ccccc2)cc1,-5,-3,.,.,-14,-1,7,.
COc1ccc(-c2noc(-c3ccccc3C(=O)Nc3cccnc3)n2)cc1OC,-4,-4,.,.,2,5,-20,.
Cn1cc(S(=O)(=O)N2CCc3ccccc32)cc1C(=O)NC1CCCCC1,-3,2,9,-5,0,-8,-4,.
O=c1ccc(-c2ccc(S(=O)(=O)Nc3ccccc3)o2)n[nH]1,0,4,-6,8,-7,16,-4,-3
COCC(=O)N1CC(=O)N2[C@H](CO)[C@H](c3ccc(C#Cc4cccnc4)cc3)[C@@H]2C1,.,.,-88,6,.,.,14,1
O=S(=O)(NCCc1ccccc1)c1cccs1,-1,4,-11,21,-53,0,-1,1
CN1CC(=O)N(CC(=O)N2CCC(Cc3ccccc3)CC2)C1=O,-1,-3,1,-7,.,4,-3,-42
O=C(CCc1nnc(CCC2CCCCC2)o1)NCCn1cccn1,.,.,-6,3,.,-4,2,22
COc1ccc(CCN(CC(=O)NC2CCCC2)C(=O)CCC(=O)Nc2cc(C)on2)cc1OC,1,0,10,.,.,2,15,.
COc1ccc(/C=C/C(=O)Nc2cccnc2Cl)cc1,.,.,-75,-30,-16,-1,.,8
O=c1[nH]c2ccccc2n1CCCOc1ccccc1,7,1,.,10,22,-3,-6,-8
CC(CNC(=O)c1ccc(C(C)(C)C)cc1)CN(C)C (configuration not stated),-1,0,6,1,4,4,-3,-6
C[C@H](CO)N1C[C@H](C)[C@@H](CN(C)Cc2ccccc2)Oc2c(NS(=O)(=O)c3ccc(F)cc3)cccc2C1=O,0&1,-8&3,-19&-2,-1&-10,-11&11,-11&14,-4&-2,5&-10
CCOc1ccc(-n2c(SC)nc3c(c2=O)SCC3)cc1,-5,-1,.,.,-22,-1,2,.
Cc1nc2cc3c(=O)n(C)cnc3cc2n1Cc1ccccc1,1,-1,-36,-10,5,.,-4,.
O=C(NCCc1ccc(Cl)cc1Cl)C1=CC=CN2CCS(=O)(=O)N=C12,4,-1,7,-7,-12,3,-7,.
CCCOc1ccccc1OCC(=O)Nc1ccc(S(=O)(=O)N2CCCCC2)cc1,2,2,5,10,10,.,-1,1
COc1ccc(-c2noc(CCC(N)=O)n2)cc1OC,-2,0,1,.,7,-14,.,.
O=C(NCc1nnc(SCC(=O)N2CCC(Cc3ccccc3)CC2)o1)c1ccco1,.,.,22,-11,.,-13,-3,-21
COc1ccccc1N1CCN(S(=O)(=O)c2ccc3c(c2)n(C)c(=O)n3C)CC1,.,.,10,16,.,-4,.,5
CCCN1Cc2cccc(C(=O)Nc3ccc4c(c3)OCCO4)c2C1=O,-6,-5,-1,-9,-5,.,3,2
O=C(N[C@H]1CC[C@H](CCn2cc(-c3ccccc3F)nn2)O[C@@H]1CO)c1ccc2c(c1)OCO2,9,-13,45,-1,17,-3,13,-4
Cn1cnc(C(=O)NCc2ccc(CNC(=O)OC(C)(C)C)cc2)c1C(=O)NCc1ccc(CNC(=O)OC(C)(C)C)cc1,3,-2,59,1,9,-2,-19,-20
O=C(CN1C(=O)S/C(=C\c2ccc(Cl)cc2)C1=O)NC1C=CS(=O)(=O)C1 (configuration not stated),-15,0,-12,24,-2,-15,6,1
O=C(NCCc1ccccc1)c1oc2ccccc2c1COc1ccccc1,-4,-1,45,-1,-21,-7,2,4
CCCSc1nsc(NC(=O)C(c2ccccc2)c2ccccc2)n1,-2,-1,.,.,-8,14,-11,.
C[C@H](CO)N1C[C@H](C)[C@@H](CN(C)C(=O)C2CC2)OCc2ccccc2-c2ccccc2C1=O,0,-1,1,13,10,-2,-9,5
O=S(=O)(c1ccccc1F)N1CCN(Cc2nc3ccccc3[nH]2)CC1,2,-1,.,.,-10,0,8,.
COc1ccc(CCNC(=O)COC(=O)c2ccco2)cc1OC,-22,-3,23,.,12,-2,-108,.
CO[C@@H](CN(C)C(=O)c1cnccn1)[C@H](C)CN([C@@H](C)CO)S(=O)(=O)c1ccc(F)cc1,-1,11,.,9,1,0,0,9
C[C@H](CO)N1C[C@H](C)[C@H](CN(C)C(=O)Nc2ccc(C(F)(F)F)cc2)Oc2c(NC(=O)c3nc4ccccc4s3)cccc2C1=O,1,49,.,4,-147,-1,-15,-18
O=C(Nc1ccc(F)c(Cl)c1)c1ccc2c(c1)OCO2,3,-7,-160,.,7,-8,.,.
O=C(CN1C(=O)C2CC=CCC2C1=O)Nc1nnc(C2CC2)s1 (configuration not stated),13,1,-4,-7,0,-10,4,21
C[C@@H]1CN([C@H](C)CO)C(=O)c2ccccc2-c2ccccc2CO[C@@H]1CN(C)C(=O)Nc1ccccc1C(F)(F)F,0,2,-2,-2,8,.,-2,-1
Cc1cc(NCC2CCCCC2)nc2ccccc12,-1,1,-59,-16,-303,-4,-7,-10
CCOC(=O)Nc1cc(OCC)c(NC(=O)C2CC2)cc1OCC,0,1,.,.,0,4,-4,.
COc1ccccc1C#Cc1ccc([C@H]2[C@@H](C#N)N(C(=O)C3CCC3)[C@@H]2CO)cc1,5,0,4,8,21,22,-8,-4
COc1ccc(S(=O)(=O)N(C)C[C@H]2Oc3cc(C#CC4CCCCC4)ccc3S(=O)(=O)N([C@H](C)CO)C[C@@H]2C)cc1,1,-4,.,10,-17,-2,5,.
O=C(NCc1ccc2c(c1)OCO2)C1CC(=O)N(CCc2ccc(F)cc2)C1 (configuration not stated),-9,-2,1,-3,19,0,.,-5
O=S(=O)(NCC(O)c1ccccc1)c1cc(Cl)sc1Cl (configuration not stated),-6,2,-5,9,1,-4,.,-11

# (continued)
SMILES,PglD inh,Cneo AK release,PAX8 reporter,LGR2 antag,Statin myotox sup,ARNT-TACC3 inh,PGC1a acetyl inh,INS-1E GSIS act
Cn1c(=O)[nH]c(=O)c2c1nc(N1CCCCCC1)n2CC(N)=O,-3,-2,.,-17,-2,-1,.,0
CC(C)CC(=O)Nc1cc(C(F)(F)F)ccc1N1CCOCC1,.,.,-2,.,.,8,-2,10
NC(=O)CCn1c(C(=O)c2ccc(Cl)cc2)c2ccccc2[n+]1[O-],1,1,3,13,.,-1,10,14
c1ccc(OCCCn2nnc(-c3cccnc3)n2)cc1,3,4,.,-11,-5,-1,3,7
CCCCCc1cc(=O)oc2c(C(CCN3CCN(c4ccccc4)CC3)c3ccc(N(C)C)cc3)c(OC)cc(OC)c12 (configuration not stated),-13,1,18,5,.,2,2,-11
CC1CCN(C(=O)CSc2nncn2-c2ccccn2)CC1,-2,-2,-7,.,4,-14,12,.
C=C1CCN(c2ccc(C(=O)NCc3ccc(C)cc3)cc2[N+](=O)[O-])CC1,-5,0,0,0,120*,.,-3,-23
C=CCN1C(=O)CN=C1Nc1cccc(C)c1,-3,0,-6,.,-3,-6,10,.
Cc1noc(C)c1S(=O)(=O)Nc1ccc2c(c1)C(=O)N([C@H](C)CO)C[C@H](C)[C@@H](CN(C)S(=O)(=O)c1c(C)noc1C)OCCCC[C@@H](C)O2,-1,-1,5,-2,.,5,-13,8
O=C(NCCS(=O)(=O)N1CCN(c2ccccc2)CC1)c1ccco1,1,0,-4,2,18,-1,-2,2
O=C(CC1CC1)N[C@@H]1CC[C@H](CCNS(=O)(=O)c2ccc(Cl)cc2)O[C@@H]1CO,3,0,-14,10,-2,-8,-12,-1
COc1ccc(CCN2CCCn3c2nc2c3c(=O)n(CC(C)C)c(=O)n2C)cc1OC,2,1,-5,7,2,-2,-3,0
COc1cc(/C=N/NC(=O)c2nnn(-c3nonc3N)c2C(C)C)ccc1OCc1ccc(F)cc1,-2,-1,-111,-7,0,4,-9,-20
O=C(NC1CCCCC1)N1CCC(n2c(=O)[nH]c3ccccc32)CC1,1,-1,19,1,15,-21,-19,-10
CN(C)C=Nc1c(Br)cc(Br)c2nonc12,-3,-2,.,.,.,1,-13,.
COc1ccc(S(=O)(=O)Nc2ccc3c(c2)C(=O)N([C@H](C)CO)C[C@@H](C)[C@H](CN(C)S(=O)(=O)c2ccccc2)OCCCC[C@@H](C)O3)cc1,.,.,28,-2,.,.,-6,-16

# Whole records, looked up by structure:
# COc1ccccc1N1CCN(S(=O)(=O)c2ccc3c(c2)n(C)c(=O)n3C)CC1 as listed: PglD inh: .; Cneo AK release: .; PAX8 reporter: 10; LGR2 antag: 16; Statin myotox sup: .; ARNT-TACC3 inh: -4; PGC1a acetyl inh: .; INS-1E GSIS act: 5
# COc1ccc(CCNC(=O)COC(=O)c2ccco2)cc1OC as listed: PglD inh: -22; Cneo AK release: -3; PAX8 reporter: 23; LGR2 antag: .; Statin myotox sup: 12; ARNT-TACC3 inh: -2; PGC1a acetyl inh: -108; INS-1E GSIS act: .

# The order is random; 2.9% or so of the library scored in one or more.
